KOR beta-arrestin-1 – KOR antagonists, beta-arrestin recruitment, cell-based, luminescence, uHTS (AID 1778) | Kappa-type opioid receptor (Homo sapiens) | inhibition, % at 10 µM, or IC50 in µM where a hit was titrated | 0.091% of 290,000 active | KOR beta-arrestin recruitment, luminescence, antagonist mode; higher % means a stronger effect; further: strong numbers were not always called active
Dynein transport – inhibitors of GR-EGFP nuclear translocation, primary screen, dynein cargo transport inhibitor project, imaging, high-content, 3617.4 mouse cells; test concentration mostly 20 µM; stimulated with dexamethasone, 1 µM; stronger effect = lower value; z-score, hits read low; 0.47% of 220,000 active; AID 1381, 2008;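 active means plate z-score of nuclear minus cytoplasmic receptor signal below a set negative limit, without overly bright fluorescence or cell loss, cut at about -3.5 in these data, passing the limit was not always enough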;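 further: z-score of nuclear minus cytoplasmic ring GR-EGFP intensity difference per well; some compounds called inactive have numbers as strong as hits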
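Also added – dexamethasone, 1.0 µM final · Buffer or medium – tet-free, stripped-serum medium · Schedule – induction 48 h, compound 1 h, agonist 30 min · Detection – formaldehyde fixation, Hoechst nuclear stain, 10x automated fluorescence imaging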
P. falciparum M1AAP – P. falciparum M1AAP inhibitors, biochemical, fluorogenic H-Leu-NHMec substrate, 1536-well (AID 1445) | Aminopeptidase N (Plasmodium falciparum (isolate 3D7)) | 0.42% of 220,000 active | inhibition, % at 30 µM; hits with a dose series show IC50 in µM | recombinant M1AAP, H-Leu-NHMec fluorogenic kinetic assay; higher % means a stronger effect;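 active means primary inhibition above the hit cutoff, then over 50% inhibition at one or more dose response concentrations, cut at about 23% in these data, passing the limit was not always enough; inconclusive means conflicting primary data, or primary hits not chosen for dose response; inactive means low primary inhibition, or under 50% at every dose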;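 further: plate controls were DMSO full reaction for no effect and no enzyme background for full effect; strong numbers were not always called active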
P. falciparum M17LAP – P. falciparum M17LAP inhibitors, primary screen, biochemical, fluorogenic H-Leu-NHMec substrate, 1536-well (AID 1619); Leucine aminopeptidase (Plasmodium falciparum (isolate 3D7)); recombinant M17LAP, H-Leu-NHMec fluorogenic kinetic assay; higher % means a stronger effect; inhibition, % at 30 µM, or IC50 in µM where a hit was titrated; 0.38% of 220,000 active;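 active means compound inhibiting the enzyme by more than half at any dose during confirmatory dose-response retesting; inconclusive means strong single-dose inhibitors picked by rank but not retested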;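 further: plate controls were full reaction with DMSO carrier for no effect and no enzyme background for full effect; strong numbers were not always called active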
NOD2 inhibition – NOD2 signaling inhibitors, cell-based, luminescence, uHTS, HEK293 (AID 1566); 0.63% of 290,000 active; inhibition, % at 4 µM, or EC50 in µM where a hit was titrated; HEK293 NOD2/NF-kB luciferase reporter, luminescence; higher % means a stronger effect; further: many of its hits are not listed in these tables
AID2073 – inhibitors of Mint1-CaV2.2 protein interaction, biochemical, HTRF (AID 2073); Voltage-dependent N-type calcium channel subunit alpha-1B (Homo sapiens); HTRF protein-protein interaction, Mint1-CaV2.2; higher % means a stronger effect; inhibition, % at 20 µM, or IC50 in µM where a hit was titrated; 0.19% of 290,000 active; in the data active means inhibition mostly above about 51%, no sharp cut-off; inconclusive means no clear call, values can overlap the other calls; inactive means mostly below about 53%; further: some results filed as inactive read as strong as hits
KOR beta-arrestin-2 – KOR agonists, beta-arrestin recruitment, primary screen, cell-based, luminescence, uHTS (AID 1777); activation, % at 10 µM; hits with a dose series show EC50 in µM; 0.02% of 280,000 active; Kappa-type opioid receptor (Homo sapiens); KOR beta-arrestin recruitment, luminescence; higher % means a stronger effect; in the data active means activation above about 50%, passing the limit was not always enough; further: a part of the inactive calls stands beside numbers as strong as those of hits
GPR55 activation – GPR55 agonists via beta-arrestin recruitment, primary screen, imaging, U2OS cells, beta-arrestin-GFP redistribution (AID 1961). U2OS GPR55 beta-arrestin-GFP redistribution imaging; higher % means a stronger effect. activation, % at 10 µM; hits with a dose series show EC50 in µM. 0.048% of 290,000 active;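 active means activation above 40% with more than 50 cells counted in the well; inconclusive means wells holding fewer than 50 cells, flagged as toxic or sparse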;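 further: U2OS osteosarcoma cells stably expressing GPR55 and beta-arrestin-GFP; plate controls were DMSO negative control for no effect and LPI positive control for full effect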
NOD1 inhibition – NOD1 signaling inhibitors, primary screen, cell-based, luminescence, uHTS (AID 1578); NOD1-driven NF-kB luciferase reporter cells, luminescence; higher % means a stronger effect; inhibition, % at 4 µM; hits with a dose series show EC50 in µM; 1% of 290,000 active; in the data active means inhibition mostly above about 36%, no sharp cut-off; inactive means mostly below about 34%;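 further: HEK-293T reporter cells stimulated with the NOD1 agonist gamma-tri-DAP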
Dynein transport cytoplasmic EGFP – second read-out of Dynein transport, no call of its own (marks repeat the call); z-score; measured here: cytoplasmic GR-EGFP intensity; stronger effect = higher value
Dynein transport nuclear GR-EGFP – also measured in Dynein transport; calls as there; z-score; measured here: nuclear GR-EGFP intensity;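 lower value marks the stronger effect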
Dynein transport cell count – second read-out of Dynein transport, no call of its own (marks repeat the call); z-score; measured here: cell count per field
An asterisk follows results filed as active; i = inactive; ? = inconclusive; / = no result given; [ ] = dose if it differs, or a comment. Unless noted, no stated cut-off is given here; in the data, active means inhibition above about 50%; inactive means the rest.

SMILES	KOR beta-arrestin-1	Dynein transport	Dynein transport cytoplasmic EGFP	Dynein transport nuclear GR-EGFP	Dynein transport cell count	P. falciparum M1AAP	P. falciparum M17LAP	NOD2 inhibition	AID2073	KOR beta-arrestin-2	GPR55 activation	NOD1 inhibition
CCCn1c(=O)c2c(nc3n2CCCN3CCc2ccccc2)n(C)c1=O	-4%	/	/	/	/	/	/	12%	7%	-0.4%	-0.1%	0%
COc1ccc(C(=O)NCC(=O)OCc2ccccc2F)cc1	-28%[20 µM]	-0.82	-0.15	0.21	-0.59	2%	4%	12%	-3%	-6.3%	-0.1%	-22%
O=C(NCCN1CCOCC1)c1ccncc1	20%	-0.54	-0.2	0.06	0.2	14%	5%	10%	4%	-5.3%	-0.1%	-4%
CCOC(=O)N1CCC(=C(C#N)C(=O)Nc2cc(OC)ccc2OC)CC1	-13%	-1.4	-0.19	-0.66	1.6	8%	6%	15%	31%	3.3%	0.3%	4%
CC(C(=O)O)n1ncc2ccccc2c1=O (stereo not drawn)	-2%	0.27	-0.28	0.68	0.44	-2%	-4%	7%	17%	3.6%	0.7%	0%
O=C(CC1C(=O)NCCN1Cc1c(F)cccc1Cl)NCCCN1CCCC1=O (stereo not drawn)	-1%	/	/	/	/	/	/	11%	3%	0.1%	0.2%	-24%
COC(=O)c1sccc1-c1ccc(C(=O)Nc2ccccc2)o1	-10%	-0.17	-0.33	0.1	0.65	16%	5%	-130%	8%	2.2%	-0.1%	-17%
CC1C(=O)N2CCCc3cc(S(=O)(=O)N4CCN(c5ccccc5F)CC4)cc1c32 (stereo not drawn)	-25%	/	/	/	/	/	/	22%	-7%	-4.3%	-0.1%	-9%
CCOc1ccc(-c2nnn(CC(=O)Nc3cc(OC)cc(OC)c3)n2)cc1OCC	4%	-0.032	-0.17	-0.0043	1	-4%	-4%	-1%	4%	3.4%	-0.2%	-98%
CC1=CC2=NC(=O)CC(C)(C(=O)N(CC(=O)NC(C)(C)C)C3CCCC3)N2C=C1 (stereo not drawn)	-30%	0.12	-0.25	0.014	0.76	3%	-21%	-7%	30%	5.7%	-0.2%	-2%
Cc1nc2ccc(F)cc2cc1C(=O)NCC1CCCO1 (stereo not drawn)	-16%	-0.82	-0.037	-0.26	0.47	4%	3%	7%	7%	0.3%	-0.2%	-14%
COc1ccc(OCCSc2nnc(-c3ccoc3C)n2C)cc1	-14%	-0.99	-0.18	-0.42	0.2	5%	7%	7%	-13%	/	-0.2%	-4%
Cc1oncc1C(=O)Nc1cccc2ccccc12	35%	/	/	/	/	/	/	8%	5%	4.3%	0.4%	-2%
CC(OC(=O)CC(NC(=O)c1ccccc1Cl)c1ccccc1)C(=O)Nc1cccc(Cl)c1Cl (stereo not drawn)	8%	0.75	-0.25	0.15	-0.076	0%	-7%	-26%	2%	10%	-0.2%	0%
CCn1nc(C(=O)Nc2ccccc2C)c(Cl)c1Cl	-4%	0.89	-0.12	-0.34	-0.29	-2%	-5%	1%	0%	0.4%	0.6%	16%
COCCNC(=S)N(CCO)Cc1cc2cc3c(cc2[nH]c1=O)OCO3	9%	/	/	/	/	/	/	-2%	-7%	-4.2%	0.0%	-2%
O=c1oc2c(CN3CCCCC3)c(O)ccc2c2c1CCCCC2	-12%	-0.86	-0.19	-0.11	0.22	42%*	i	12%	?	-2.7%	-0.2%	-8%
O=C(O)c1cc(-c2ccccc2)n(-c2ccc(F)cc2)n1	36%	/	/	/	/	/	/	8%	4%	-14%	0.0%	2%
O=C(Nc1ccc(S(=O)(=O)N2CCCCC2)cc1)C1CC(=O)N(c2ccc(F)cc2)C1 (stereo not drawn)	7%	/	/	/	/	/	/	-8%	1%	-4.1%	?	-14%
Cc1ccccc1OCCCCCNCCO	-16%	-0.98	-0.15	-0.16	0.48	2%	9%	-6%	-1%	4.6%	-0.1%	-22%
C=CCOc1ccc(C(=O)Nc2ccc3c(c2)n(C)c(=O)n3C)cc1	-28%[20 µM]	/	/	/	/	/	/	2%	0%	2.6%	-0.1%	-2%
Nc1cc(C(=O)O)ccc1N1CCCCCC1	16%	-0.63	-0.19	-0.35	0.86	1%	10%	-1%	47%	-0.3%	-0.2%	-26%
O=C(COc1ccccc1C(=O)NCc1ccncc1)Nc1ccc(Br)cc1	-2%	-0.83	0.063	-0.28	0.34	1%	7%	-1%	0%	-2.2%	-0.2%	-44%
CC(=O)Nc1ccc(OC(=O)c2cccs2)cc1	-11%	0.22	-0.23	0.48	-0.097	1%	1%	16%	-20%	-3.6%	0.2%	10%
CC1CC(C)(C)CC2(C1)NC(=S)N(c1ccccc1)N2 (stereo not drawn)	-57%	-0.31	-0.12	-0.35	0.8	0%	0%	-110%	17%	7.8%	-0.1%	-19%
COc1ccc(C(=O)c2cnc3cc4c(cc3c2C)OCO4)cc1	4%	0.64	0.16	0.084	-0.082	-3%	-6%	-4%	21%	4.7%	-0.1%	-41%
COc1ccc(NC(=O)CSc2nnnn2C2CCCC2)cc1	-21%	-0.39	-0.28	-0.024	0.92	1%	7%	-17%	-6%	5.4%	-0.1%	-35%
O=c1[nH][nH]c(C(F)(F)F)c1C=NCc1cccc(Cl)c1	-16%	-0.95	-0.17	-0.56	1.6	1%	22%	14%	1%	-7.0%	-0.2%	0%
COc1cc(/C=C2\CCCc3c2nc2ccccc2c3C(=O)O)cc(Br)c1O	-7%	/	/	/	/	/	/	-8%	22%	2.4%	-0.1%	-48%
CC1CCCCN1C(=O)Nc1cccc(C(F)(F)F)c1 (stereo not drawn)	6%[20 µM]	0.33	-0.36	0.059	1.3	-1%	11%	-2%	10%	/	-0.1%	-31%
C#CCOc1ccc2ccccc2c1/C=C(/C#N)c1ccc(C(=O)O)cc1	-72%[20 µM]	/	/	/	/	/	/	0%	4%	3.3%	-0.1%	-15%
O=C1C(=Cc2ccc(Br)o2)C(=O)c2ccccc21	30%	-2.7	1.2	-0.96	-0.14	6%	?	11%	24%	-5.9%	-0.3%	10%
CCC(C)NC(=S)N1CCN(C)CC1 (stereo not drawn)	-6%	2	-0.31	1	-1.1	-8%	9%	21%	14%	-1.9%	0.5%	-14%
O=C(CN(Cc1ccc(Br)cc1)S(=O)(=O)c1ccccc1)NCC1CCCO1 (stereo not drawn)	7%	/	/	/	/	/	/	9%	4%	-3.3%	0.0%	-11%
NC(=S)NNC(=O)/C(=C/c1ccc(Br)cc1)NC(=O)c1ccccc1	5%	-0.45	-0.18	-0.36	0.67	23%	6%	17%	5%	-3.0%	-0.2%	-17%
Nc1c(-c2ccccc2)cnn1-c1ccc(C(=O)O)cc1	18%	0.11	-0.4	0.41	0.13	0%	-3%	-112%	-8%	1.6%	-0.1%	-75%
O=C(C1CC1)N1CCN=C1SCc1ccccc1	-29%	-0.79	-0.18	-0.064	0.37	14%	5%	2%	13%	-0.7%	-0.3%	-18%
Cn1c(=O)c(=O)n(C)c2cc([N+](=O)[O-])c([N+](=O)[O-])cc21	13%	-3.3	1.7	-2.5	0.95	9%	6%	18%	-31%	-5.1%	0.3%	-38%
COc1ccc(C2=NOC3(CC(=O)N(c4ccc(C)cc4)C3=O)C2)c(OC)c1 (stereo not drawn)	8%	-0.62	-0.33	-0.013	0.49	-2%	-1%	6%	1%	4.4%	0.3%	10%
S=c1[nH]nc(C2CCCCC2)n1/N=C/c1cccs1	-19%	1.2	-0.19	0.3	-0.89	4%	-10%	25%	-49%	6.6%	-1.7%	31%
COc1ccc(OC)c(C(C(=O)NC2CCCCC2)N(Cc2ccco2)C(=O)c2ccccn2)c1 (stereo not drawn)	-11%	/	/	/	/	/	/	3%	9%	-1.9%	-0.2%	-11%
CNC(=O)c1cc2c(s1)CCCCCC2	-60%	1.8	-0.24	0.78	0.19	2%	-3%	6%	8%	-1.6%	0.2%	-22%
CCC(C)(C)NC(=O)C(c1ccc(F)cc1)N(Cc1cccs1)C(=O)c1cnccn1 (stereo not drawn)	14%[20 µM]	-0.41	-0.34	-0.15	1.4	-2%	-6%	5%	1%	-4.4%	0.1%	-2%
Cc1ccc(N2C(=O)c3ccc(C(=O)O)cc3C2=O)cc1C	11%	1.3	-0.029	0.48	0.25	6%	-37%	4%	-1%	0.7%	-0.1%	20%
Cc1ccc(C(=O)COC(=O)c2cc(Cl)nc3ccccc23)cc1	-19%	-0.31	-0.28	0.23	0.67	-1%	18%	-10%	14%	-0.9%	0.0%	-11%
O=C(NCCc1ccccc1)C1CCCN1C(=O)Nc1ccc(Cl)cc1 (stereo not drawn)	-17%	/	/	/	/	/	/	0%	-8%	2.2%	-0.1%	-8%
c1ccc(SCc2nc(-c3ccncc3)n[nH]2)nc1	-7%	-0.13	-0.26	0.26	-0.17	4%	-3%	-11%	-6%	-2.2%	-0.5%	-24%
O=C(O)c1ccc2c(c1Nc1ccccc1)C(=O)c1ccccc1C2=O	35%	0.45	-0.23	0.21	0.36	12%	34%	10%	3%	1.7%	0.1%	4%

Fetched one by one from the list above, 3 records:
SMILES	KOR beta-arrestin-1	Dynein transport	Dynein transport cytoplasmic EGFP	Dynein transport nuclear GR-EGFP	Dynein transport cell count	P. falciparum M1AAP	P. falciparum M17LAP	NOD2 inhibition	AID2073	KOR beta-arrestin-2	GPR55 activation	NOD1 inhibition
S=c1[nH]nc(C2CCCCC2)n1/N=C/c1cccs1	-19%	1.2	-0.19	0.3	-0.89	4%	-10%	25%	-49%	6.6%	-1.7%	31%
O=C(Nc1ccc(S(=O)(=O)N2CCCCC2)cc1)C1CC(=O)N(c2ccc(F)cc2)C1 (stereo not drawn)	7%	/	/	/	/	/	/	-8%	1%	-4.1%	?	-14%
CC1CCCCN1C(=O)Nc1cccc(C(F)(F)F)c1 (stereo not drawn)	6%[20 µM]	0.33	-0.36	0.059	1.3	-1%	11%	-2%	10%	/	-0.1%	-31%

An excerpt; count on the stated rates, not on these rows.
